ADAM17 inh = inhibits human ADAM17; P78536; recombinant ADAM17, EDANS/DABCYL FRET peptide cleavage; inhibition, % at 6.95 µM; 0.83% of 370,000 active;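 active = inhibition above the mean of compounds lying between control limits plus 3 SD, set per campaign, cut at about 8.5% in these data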;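 note: 0% = DMSO-only wells as the low control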
hcDAF-12 act = activates DAF-12 receptor from parasite H. contortus | HEK293 hcDAF-12 lit1-tk-luc reporter, luminescence; 0% DMSO, 100% Δ7-dafachronic acid | activation, % at 6.8 µM | 1.4% of 370,000 active | AID 652067;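 active = activation above the mean of all tested compounds plus 3 SD, cut at about 5.5% in these data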;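 note: 100% = response to 3 µM Δ7-dafachronic acid high control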
hgDAF-12 ag = agonists of H. glycines DAF-12 nuclear receptor. HEK293 GAL4-hgDAF12 UAS-luciferase reporter, agonist luminescence; normalized to butyrate control. AID 687014. 1.8% of 370,000 active. activation, % at 6.8 µM;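 active = activation above a cutoff set at the mean of all screened compounds plus 3 SD, cut at about 10% in these data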;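 note: 0% = DMSO wells and 100% = sodium butyrate wells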
ssDAF12 agonist = activators of S. stercoralis DAF-12 nuclear receptor. HEK293 ssDAF-12/GRIP1 lit1-tk-luc reporter, luminescence; % of 3 µM dafachronic acid response. activation, % at 6.8 µM. 1% of 370,000 active;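 active = activation above the mean over all tested compounds plus 3 SD, cut at about 0.9% in these data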;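 note: 0% = DMSO-only wells and 100% = 3 µM delta7-dafachronic acid wells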
DAX1 inh-1 = DAX1 (NR0B1) inhibition, primary screen | HEK293T StAR-luciferase reporter, SF-1/DAX-1 repression relief | inhibition, % at 6.8 µM | 1.1% of 370,000 active | AID 652010;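 active = inhibition above the mean over all tested compounds plus 3 SD, cut at about 3.6% in these data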;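 note: 0% = DAX-1 cells with DMSO and 100% = cells lacking DAX-1 with DMSO; higher inhibition means more luminescence from relief of DAX-1 repression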
DAX1 inh-2 = NR0B1 (DAX1) inhibition | P51843 | HEK293 Gal4-DAX1 luciferase reporter, luminescence | inhibition, % at 6.75 µM | 0.99% of 340,000 active | AID 504766;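 active = inhibition above the mean over all tested compounds plus 3 SD, cut at about 4.2% in these data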;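 note: 0% = DAX1-transfected cells with DMSO and 100% = empty-vector control cells with DMSO; inhibition shows as a rise in luminescence from relieved DAX1 repression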
PLC-gamma1 inh = inhibitors of human phospholipase C gamma1 | P19174 | purified PLC-gamma1, fluorogenic substrate, fluorescence | inhibition, % at 12.2 µM | 0.84% of 370,000 active | AID 720700; in the data active = inhibition above about 9.5%
MBD2 DNA inh = inhibitors of human MBD2 binding to methylated oligonucleotide; Q9UBB5; TR-FRET; 0.31% of 370,000 active; inhibition, % at 4.4 µM; AID 686964; in the data active = inhibition above about 13%
Target sequence (Q9UBB5 whole entry, looked up): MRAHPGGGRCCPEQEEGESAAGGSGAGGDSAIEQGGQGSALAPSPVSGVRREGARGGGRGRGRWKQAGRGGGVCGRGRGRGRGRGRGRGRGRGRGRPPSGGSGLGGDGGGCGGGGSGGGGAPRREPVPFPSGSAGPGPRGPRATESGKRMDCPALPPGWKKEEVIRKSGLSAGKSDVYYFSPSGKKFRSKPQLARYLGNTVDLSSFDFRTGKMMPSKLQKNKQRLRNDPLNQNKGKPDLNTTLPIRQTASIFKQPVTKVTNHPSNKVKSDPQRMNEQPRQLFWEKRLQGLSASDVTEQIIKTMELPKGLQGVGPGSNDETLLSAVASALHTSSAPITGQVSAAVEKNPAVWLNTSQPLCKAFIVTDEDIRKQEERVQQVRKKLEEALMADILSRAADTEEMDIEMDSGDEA
SMARCA2 act = increases SMARCA2 function in MMTV reporter cells; MG213 cells, MMTV-luciferase reporter, dexamethasone, overnight; activation, % at 9.1 µM; 1% of 370,000 active; in the data active = activation above about 7.8%;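 note: 0% = vehicle wells and 100% = reference activator wells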
Rev-erbA mod = modulates human Rev-erb alpha binding to DNA. P20393. Rev-erbα–FITC-DNA binding, fluorescence polarization, 90 min. activity, % at 10 µM. 0.79% of 370,000 active. AID 1259318;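 active = activity above about 14%, limit read from the data; passing the limit was not always enough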;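 note: 0% = DMSO wells with 35 nM protein and 100% = DMSO wells with 750 nM protein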
Target sequence (P20393 whole entry, looked up): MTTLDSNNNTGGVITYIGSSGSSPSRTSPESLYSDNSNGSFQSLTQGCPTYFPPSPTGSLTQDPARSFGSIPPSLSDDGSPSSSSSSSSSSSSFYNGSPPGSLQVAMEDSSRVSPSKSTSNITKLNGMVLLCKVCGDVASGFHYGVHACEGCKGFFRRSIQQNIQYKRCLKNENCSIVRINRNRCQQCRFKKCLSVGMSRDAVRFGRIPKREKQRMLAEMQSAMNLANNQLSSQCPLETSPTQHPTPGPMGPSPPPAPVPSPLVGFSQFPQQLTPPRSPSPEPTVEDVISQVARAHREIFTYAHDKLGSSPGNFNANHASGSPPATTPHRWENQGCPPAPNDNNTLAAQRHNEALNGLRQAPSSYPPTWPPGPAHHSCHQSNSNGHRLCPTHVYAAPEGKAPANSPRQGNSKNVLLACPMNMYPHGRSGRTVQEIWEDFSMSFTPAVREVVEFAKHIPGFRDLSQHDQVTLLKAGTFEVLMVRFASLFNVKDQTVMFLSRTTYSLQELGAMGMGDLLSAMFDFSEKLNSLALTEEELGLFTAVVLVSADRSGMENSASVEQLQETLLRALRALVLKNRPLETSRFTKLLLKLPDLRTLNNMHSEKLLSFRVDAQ
PLC-beta3 inh = blocks human PLC-beta3 enzyme activity; Q01970; Purified PLC-beta3, fluorogenic substrate, fluorescence; inhibition, % at 12.2 µM; 0.18% of 370,000 active; in the data active = inhibition above about 11%;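 note: 0% = median of compound wells on plate and 100% = full blocker control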
Active calls of the source: *; . = not tested or not shown. Rows were taken by chance. About 7.4% of those tested had a hit in this group.

SMILES | ADAM17 inh | hcDAF-12 act | hgDAF-12 ag | ssDAF12 agonist | DAX1 inh-1 | DAX1 inh-2 | PLC-gamma1 inh | MBD2 DNA inh | SMARCA2 act | Rev-erbA mod | PLC-beta3 inh
Cc1nn(-c2ccc(Cl)cc2Cl)c(=O)c2ccccc12 | 0 | -0.1 | 2.4 | -1.4 | -0.7 | -1.4 | 3 | 4 | -3 | 2 | 1
C1COCCNCCOCCOCCOCCN1 | -5 | -0.9 | 0.7 | -0.9 | 0.0 | -0.6 | -2 | 3 | 0 | 1 | -2
COc1cccc(NC(=O)CN(C)C(=O)CC(C)c2ccccc2)c1 (centres undefined) | -5 | -1.5 | 0.5 | -0.6 | -1.4 | 0.5 | 3 | 4 | 1 | 9 | -6
Cc1ccc(C)c(SCC(=O)NNC(=O)c2ccccc2)c1 | -2 | -1.5 | -1.1 | -1.0 | -0.5 | -0.6 | -1 | 4 | -3 | 0 | -9
CC(C)C(NC(=O)c1ccc(F)cc1)C(=O)N1CCN(C(=O)c2ccco2)CC1 (centres undefined) | -3 | 0.4 | 4.7 | -0.9 | -0.5 | -0.3 | 4 | 3 | -2 | -2 | -9
O=C(COc1ccc(F)cc1)NCCNC(=O)COc1ccc(F)cc1 | -2 | 0.1 | 2.3 | -0.3 | 1.0 | 1.4 | 3 | -3 | -1 | -3 | 2
Cn1c2c(c(=O)n(C)c1=O)CN(CCN1CCNCC1)CN2 | -2 | -1.7 | -1.0 | -0.1 | 0.2 | -0.8 | 6 | 3 | -3 | 1 | 0
Cc1cc(=O)c(C(=O)Nc2cccc(N3CCCC3=O)c2)nn1-c1ccccc1F | -6 | 0.2 | -3.3 | -1.6 | 0.0 | 0.1 | -2 | 4 | -3 | -1 | -3
O=C(CCN1C(=O)/C(=C\C=C\c2ccccc2)SC1=S)Nc1cccc(C(=O)O)c1 | -3 | 0.5 | 2.0 | -0.5 | 4.9* | 1.8 | -1 | 4 | 4 | 0 | -10
O=C(Cc1ccc(-c2ccccc2)cc1)N1CCOCC1 | -5 | 0.0 | -1.9 | -0.8 | 0.5 | 0.5 | 0 | -1 | 1 | -2 | 0
COc1cc(Cl)c(S(=O)(=O)NCc2cccnc2)cc1Cl | 0 | -2.6 | -1.1 | -1.3 | -0.2 | -0.9 | 1 | 2 | 2 | -4 | 2
O=C(C1=NNCC1c1ccccc1)C1OC1c1ccccc1 (centres undefined) | -25 | -0.8 | -0.7 | -0.7 | -0.5 | -1.1 | -137 | 7 | -5 | -1 | -212

Rewritten as labelled records: 3 of the compounds above
C1COCCNCCOCCOCCOCCN1
  ADAM17 inh: -5; hcDAF-12 act: -0.9; hgDAF-12 ag: 0.7; ssDAF12 agonist: -0.9; DAX1 inh-1: 0.0; DAX1 inh-2: -0.6; PLC-gamma1 inh: -2; MBD2 DNA inh: 3; SMARCA2 act: 0; Rev-erbA mod: 1; PLC-beta3 inh: -2

COc1cccc(NC(=O)CN(C)C(=O)CC(C)c2ccccc2)c1 (centres undefined)
  ADAM17 inh: -5; hcDAF-12 act: -1.5; hgDAF-12 ag: 0.5; ssDAF12 agonist: -0.6; DAX1 inh-1: -1.4; DAX1 inh-2: 0.5; PLC-gamma1 inh: 3; MBD2 DNA inh: 4; SMARCA2 act: 1; Rev-erbA mod: 9; PLC-beta3 inh: -6

Cc1ccc(C)c(SCC(=O)NNC(=O)c2ccccc2)c1
  ADAM17 inh: -2; hcDAF-12 act: -1.5; hgDAF-12 ag: -1.1; ssDAF12 agonist: -1.0; DAX1 inh-1: -0.5; DAX1 inh-2: -0.6; PLC-gamma1 inh: -1; MBD2 DNA inh: 4; SMARCA2 act: -3; Rev-erbA mod: 0; PLC-beta3 inh: -9

Remaining list, next part.
SMILES | ADAM17 inh | hcDAF-12 act | hgDAF-12 ag | ssDAF12 agonist | DAX1 inh-1 | DAX1 inh-2 | PLC-gamma1 inh | MBD2 DNA inh | SMARCA2 act | Rev-erbA mod | PLC-beta3 inh
Nn1c(SCC(=O)Nc2nccs2)nnc1-c1ccccn1 | -3 | -0.4 | -1.5 | -1.2 | -0.8 | 2.1 | -1 | -1 | -1 | 1 | 2
CCOc1cccc(C2C(C(=O)c3ccc(C)o3)=C(O)C(=O)N2c2nccs2)c1 (centres undefined) | -8 | -3.1 | 1.5 | -0.8 | 0.1 | 0.4 | -68 | 1 | -1 | -2 | -91
Nn1c(-c2cccs2)nc2sc3c(c2c1=O)CCCC3 | -27 | 21* | 12* | 2.0* | 1.2 | 4.0 | -310 | -4 | 0 | 12 | -312
CC1CCCN(c2ccc(C(=O)NCCc3ccccc3)cn2)C1 (centres undefined) | -3 | 5.1 | 18* | -0.2 | 5.6* | 1.0 | -6 | 5 | 5 | 2 | -6
CCOC(=O)CC1C(=O)NCCN1S(=O)(=O)c1cc(Cl)c(Cl)cc1Cl (centres undefined) | 2 | -2.1 | -2.2 | -1.4 | -0.2 | 0.8 | 2 | -1 | 3 | -2 | 4
CN1c2ccccc2C(C)(C)[C@]12C=Cc1cc(O)ccc1O2 | -3 | -4.1 | -5.8 | -2.1 | -2.2 | -1.5 | -25 | -2 | -4 | 3 | -31
CC1=C(C(=O)N(C)C)CC(CC(=O)NC2CCCCC2)C(=O)N1Cc1ccccc1 (centres undefined) | 5 | -1.1 | -4.0 | -1.5 | -0.1 | 0.2 | 1 | 1 | 2 | -7 | 2
COc1ccccc1NS(=O)(=O)c1ccc(C(=O)NCC(c2ccccc2OC)N2CCCC2)cc1 (centres undefined) | 2 | -1.8 | -1.2 | -0.7 | 3.0 | 0.2 | 1 | -2 | -1 | -5 | -8
O=C(O)c1ccc(N/N=C/C2=C(N3CCOCC3)C(=C\c3ccccc3)/CC2)cc1 | -4 | -0.8 | 0.3 | -1.9 | -0.5 | -0.2 | -9 | 19* | 2 | -2 | -34
CCCCNC(=O)C[C@@H]1C[C@@]2(C(=O)OCC)CCC=C2N(Cc2ccc(Cl)cc2Cl)C1=O | 1 | -2.3 | -1.2 | -1.2 | -0.3 | . | 0 | 3 | -2 | 6 | -1
CC(C)C[C@H]1CN=C(Nc2ccccc2)N1CCC(C)c1ccccc1 (some centres undefined) | -5 | 0.6 | -2.4 | -1.0 | -0.5 | 0.6 | -95 | -1 | -1 | 2 | 0
CCC(=O)N1CCC1(C)C(=O)Nc1cccc(OC)c1OC (centres undefined) | -2 | -1.4 | -2.2 | -1.6 | -0.9 | . | 2 | 2 | -2 | -5 | 2
COCCNC(=O)C1(C)CCCN(Cc2ccc3ccccc3c2Br)C1 (centres undefined) | 0 | -1.0 | -1.1 | -1.4 | -1.6 | . | 0 | -5 | -4 | 5 | 4
O=C(Nc1ccc2c(c1)OCO2)c1cnn2c(C(F)(F)F)cc(-c3ccco3)nc12 | -4 | 0.9 | 2.2 | -1.6 | -0.1 | 0.1 | -3 | 1 | 1 | -5 | -3
O=C(O)c1c(-c2ccccc2)cnc2ccccc12 | 0 | -1.7 | -3.5 | -0.7 | -0.7 | 1.7 | 0 | -2 | 2 | 3 | 5
CN(C)c1ccc(N/C=C/C(=O)C(F)(F)F)cc1 | 1 | -1.5 | 0.0 | -2.3 | -1.1 | 2.2 | 2 | -4 | -2 | 2 | -3
CCN(CC)C(=O)CSc1nc2cc3c(cc2c(=O)n1Cc1ccc2c(c1)OCO2)OCO3 | 0 | 4.2 | 1.3 | -1.4 | -0.1 | -0.1 | 0 | -4 | 7 | 2 | 2
O=C(NCCN1CCNC1=O)C1CCC(=O)N(Cc2ccccc2F)C1 (centres undefined) | -1 | -0.8 | 1.0 | -1.1 | 1.9 | 0.6 | 2 | -3 | 1 | -3 | -4
CCOc1ccc(S(=O)(=O)NCc2cccs2)cc1 | -2 | -0.5 | -1.0 | -1.4 | 0.2 | 1.2 | 0 | -5 | -2 | -1 | -1
Cc1c(C2OC(=O)C3(CCCCC3)C(=O)C2(C)C)c(=O)n(-c2ccccc2)n1C (centres undefined) | -5 | -1.5 | 2.9 | -1.3 | 0.1 | 0.0 | -3 | 4 | -4 | -4 | 0
CCOC(=O)c1c(C)[nH]c(C(=O)OCC(=O)N(C)CC(=O)Nc2ccccc2Cl)c1C | -1 | 3.0 | 2.3 | 1.0* | -3.1 | -0.9 | -1 | 4 | 2 | 5 | -19
CC1(C(=O)NS(=O)(=O)c2ccc(Br)cc2)CCN1C(=O)Cc1cccs1 (centres undefined) | -2 | -1.4 | 2.5 | -0.3 | -0.9 | . | 2 | 0 | -3 | 3 | -2
C=CCOC(=O)Nc1ccc(Cl)cc1NC(=O)OCC=C | -4 | -0.8 | -1.6 | -1.7 | -0.8 | 0.2 | 1 | 6 | -2 | -7 | -1
O=C(COC(=O)Cn1cnc2ccccc21)NCc1ccc(F)cc1 | -5 | 0.7 | 0.2 | -0.8 | 0.5 | 0.2 | 3 | -2 | -1 | . | -6
COc1ccc(N2C(=O)CC(N(CCc3ccc(OC)c(OC)c3)C(=S)Nc3ccccc3)C2=O)cc1 (centres undefined) | -1 | -1.5 | -3.2 | -2.1 | 0.7 | 0.1 | 0 | -6 | -5 | 1 | 3
COc1ccc(C(=O)Nc2cc(-c3nn4c(C)nnc4s3)ccc2C)cc1 | -2 | 0.4 | 2.2 | -1.4 | 0.7 | 1.9 | -1 | -2 | 1 | -2 | -2
Fc1ccccc1Cn1ccc2ccc(-c3ccc4ccn(Cc5ccccc5)c4c3)cc21 | -8 | 0.0 | 1.6 | -1.2 | 1.5 | . | -36 | -4 | -1 | 2 | -39
CC(=O)Nc1cccc(NC(=O)C2CCCN2C(=O)Nc2ccccc2C)c1 (centres undefined) | -1 | -1.0 | -0.6 | 0.9 | 0.7 | -1.4 | 1 | 0 | 3 | 3 | 1
O=C(CCc1nc2ccccc2c(=O)[nH]1)Nc1nnc(SCc2ccc(F)cc2)s1 | 0 | 0.0 | 4.2 | -0.3 | 1.3 | 0.1 | 0 | -2 | -2 | -3 | 2
Cc1cc2cc(C(c3nnnn3CC3CCCO3)N3CCCc4ccccc43)c(=O)[nH]c2cc1C (centres undefined) | -34 | 3.2 | 0.9 | -1.2 | 0.1 | 3.4 | -154 | -3 | -2 | 0 | -209
C[C@@H](C(=O)N=c1sc2ccccc2n1C)N1C(=O)C2CC=CCC2C1=O (some centres undefined) | -3 | 1.3 | -1.1 | 1.0* | 0.1 | -0.9 | 1 | 4 | -1 | -2 | -4
CN(Cc1ccccc1)C(=O)C1CCC(CNS(=O)(=O)c2cccc3cccnc23)CC1 (centres undefined) | -5 | -2.6 | -5.0 | -2.0 | -0.6 | -0.9 | -2 | 4 | -4 | 3 | -8
Clc1ccc(Cn2ncc3c(NCCN4CCOCC4)ncnc32)cc1 | -5 | -0.8 | -0.7 | -1.2 | -0.2 | -0.1 | -1 | 1 | 0 | 0 | 2
COc1cc(OC)cc(C(=O)NCCNc2nc3cc(C)cc(C)c3cc2C#N)c1 | -30 | -0.5 | -1.8 | -1.6 | -0.3 | 0.1 | -99 | 2 | -1 | 0 | -35
O=[N+]([O-])c1ccccc1OCC(O)CNC1CCCC1 (centres undefined) | 5 | -1.7 | -3.7 | -1.1 | 0.6 | 0.5 | 7 | -3 | -5 | -2 | 5
COc1cc(C(=O)OCCC(C)C)cc(OC)c1O | -3 | -0.3 | -0.7 | -1.2 | -0.2 | -0.3 | -1 | 2 | 3 | -1 | -10

Assay outcomes from PubChem.
